Assay outcomes as filed in PubChem BioAssay.
TRPM1 prom inh – reduces MITF-dependent TRPM1 promoter luciferase signal; SK-MEL-5 TRPM1 promoter luciferase, 24 h; inhibition, % at 12.5 µM; 330,000 tested, 0.83% active;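 active means mean inhibition across replicates of 60% or more, whatever share of single replicates reaches that level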; further: values of inactives mirror those of a sister screen read the other way
NR2E3 ag-1 – agonists of human NR2E3 nuclear receptor | Q9Y5X4 | CHO-S Gal4-NCOR/VP16-NR2E3 two-hybrid, luciferase | inhibition of corepressor binding, % at 3.98 µM | 360,000 tested, 0.35% active | AID 602229;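 active means inhibition above the mean of all tested compounds plus 3 SD, cut at about 70% in these data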;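 further: 0% = DMSO with NR2E3 transfected cells and 100% = cells lacking NR2E3 construct; higher means lower luciferase signal from less NR2E3 corepressor binding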
Target sequence (Q9Y5X4 whole entry, looked up, the tested form may be a part): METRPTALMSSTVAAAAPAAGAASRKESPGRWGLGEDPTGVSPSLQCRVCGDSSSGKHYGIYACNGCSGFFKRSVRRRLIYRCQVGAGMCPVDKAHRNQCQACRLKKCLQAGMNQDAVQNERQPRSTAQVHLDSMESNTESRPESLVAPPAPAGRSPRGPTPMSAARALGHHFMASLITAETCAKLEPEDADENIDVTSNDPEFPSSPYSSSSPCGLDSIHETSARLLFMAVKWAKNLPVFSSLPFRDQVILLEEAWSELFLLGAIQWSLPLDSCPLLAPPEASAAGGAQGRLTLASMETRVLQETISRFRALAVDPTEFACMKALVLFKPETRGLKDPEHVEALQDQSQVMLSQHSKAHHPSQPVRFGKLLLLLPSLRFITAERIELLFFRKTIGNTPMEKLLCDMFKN
Shn3 3UTR inh – inhibitors of Schnurri-3 3'UTR reporter in osteoblasts; Clone20 osteoblast Shn3 3'UTR firefly luciferase, 24 h; inhibition, % at 12.5 µM; 360,000 tested, 0.52% active;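 active means mean inhibition of at least 75% with every replicate also reaching 75%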;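 further: 0% = median of neutral control wells and 100% = pilot-screen positive control compound; some compounds past the cut are filed as inactive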
iPSC survival up – increases survival of single human iPS cells | hiPSC single-cell survival, ATPlite luminescence; 100% = ROCK inhibitor wells, 0% = DMSO | survival enhancement, % at 20 µM | 360,000 tested, 0.044% active; in the data active means survival enhancement above about 18%;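 further: cells exposed to compounds for 16 hours before the ATP read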
PDI turbidity – blocks human protein disulfide isomerase activity | P07237 | PDI insulin aggregation turbidity, A650, 90 min | inhibition, % at 10 µM | 350,000 tested, 0.052% active;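 active means mean inhibition across replicates of 30% or more, whatever share of single replicates reach that level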;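 further: absorbance from insulin aggregation driven by PDI reduction with DTT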
Target sequence (P07237 whole entry, looked up): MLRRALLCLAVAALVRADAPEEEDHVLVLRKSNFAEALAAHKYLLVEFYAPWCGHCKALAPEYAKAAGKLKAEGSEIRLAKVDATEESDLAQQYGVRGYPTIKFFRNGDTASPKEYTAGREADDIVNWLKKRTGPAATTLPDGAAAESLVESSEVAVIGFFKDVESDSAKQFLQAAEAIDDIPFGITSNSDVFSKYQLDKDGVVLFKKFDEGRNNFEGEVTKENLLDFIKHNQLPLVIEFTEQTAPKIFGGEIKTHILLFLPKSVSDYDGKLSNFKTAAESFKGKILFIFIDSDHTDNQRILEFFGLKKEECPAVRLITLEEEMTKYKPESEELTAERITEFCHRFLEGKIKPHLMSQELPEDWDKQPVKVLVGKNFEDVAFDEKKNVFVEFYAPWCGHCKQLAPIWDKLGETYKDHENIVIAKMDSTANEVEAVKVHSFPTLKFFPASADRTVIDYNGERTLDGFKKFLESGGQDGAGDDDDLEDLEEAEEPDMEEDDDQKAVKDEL
Cardio protect – myocardial damage modulation in H9c2 cells. 360,000 tested, 0.63% active. H9c2 cardiomyocytes, H2O2 injury protection, ATPLite, 2 h. protection from H2O2 cell death, % at 20 µM;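 active means compounds giving at least 50% protection of heart cells from peroxide-induced death in the single-dose screen, raw or plate-pattern-corrected value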;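 further: 0% = DMSO wells with peroxide and 100% = DMSO wells without peroxide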
Peg3 prom inh – Peg3 promoter activity inhibition; 360,000 tested, 1.7% active; inhibition, % at 20 µM; HeLa PEG-Prom luciferase reporter, luminescence, overnight;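 active means inhibition of at least 50% at 20 µM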
HIF-2a block – HIF-2a inhibition | 786-0 RCC cells HIF-2a reporter, luciferase luminescence, overnight | inhibition, % at 18.8 µM | 360,000 tested, 0.72% active;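 active means inhibition of the luminescence signal of 40% or more relative to plate controls, in a single-dose primary screen at 18.75 µM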
HTR2A ag – mouse HTR2A agonism via beta-arrestin recruitment; P35363; CHO-K1 mHTR2A beta-arrestin complementation, luminescence; percent of 30 µM serotonin response; activation, % at 7.6 µM; 360,000 tested, 0.66% active; AID 624169;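 active means activation above a run cutoff, the mean activation of all tested compounds plus 3 SD, cut at about 14% in these data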;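 further: 0% = plate median of compound wells and 100% = 30 µM serotonin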
CaV13 FRET inh – Primary screen for inhibitors of IQ motif and Ca2+-dependent inactivation inhibitor domain binding in CACNA1D, Förster resonance energy transfer in living cells, …; HEK cells, CFP/YFP FRET ICDI-IQ, plate reader, 10 min; percent FRET-ratio fall versus neutral wells; inhibition, % at 12.3 µM; AID 743397; 340,000 tested, 0.098% active;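 active means mean replicate inhibition of at least 30% and at least 1% of replicates passing that level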;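 further: 0% = median of the neutral control wells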
NR2E3 ag-2 – NR2E3 (human) agonism; AID 2300; 320,000 tested, 0.12% active; Q9Y5X4; inhibition of corepressor binding, % at 4.78 µM; GST-NR2E3/biotin-RetCOR TR-FRET, 1536-well;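 active means percent inhibition above the cutoff of mean plus 3 SD of all tested compounds, set per screening campaign, cut at about 20% in these data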;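 further: 0% = DMSO wells and 100% = biotin wells as full block of FRET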
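Material: NR2E3–RetCOR corepressor complex / Amount: 1.35 nM GST-NR2E3 / Medium: Tris pH 7.5 / Compound: single nominal compound dose of 4.8 µM / Incubation: 5 h at 4 °C / Technique: TR-FRET, Eu(K)-anti-GST donor, streptavidin-D2 acceptor, ex 340, em 617/671 nm / Read-out basis: percent loss of FRET ratio relative to control wells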
An asterisk follows results filed as active; . = not tested or not shown. No enrichment for hits (roughly 3.9% active in at least one column).

SMILES | TRPM1 prom inh | NR2E3 ag-1 | Shn3 3UTR inh | iPSC survival up | PDI turbidity | Cardio protect | Peg3 prom inh | HIF-2a block | HTR2A ag | CaV13 FRET inh | NR2E3 ag-2
Fc1cccc(Nc2ncnc3sc4c(c23)CCC4)c1 | -2 | -7 | -14 | -0.1 | -2 | 0 | 1 | 9 | 6 | -5 | -2
CC(C)Sc1nc2sc3c(c2c2nnc(SCC(=O)NCc4ccco4)n12)CCCC3 | -4 | 10 | 7 | -1.9 | 5 | 19 | 29 | 13 | 0 | -2 | -6
CCCCCC(=O)NC(=S)Nc1ccc(N2CCOCC2)cc1 | -6 | 7 | 8 | -1.1 | 3 | -7 | -11 | -19 | 1 | -4 | 4
CCOC(=O)/C=C/C(=O)Nc1ccc(S(=O)(=O)N2CCc3ccccc32)cc1 | 10 | 21 | 15 | -0.6 | 4 | -16 | 28 | 20 | 1 | -5 | -1
CCC(=O)N1c2ccccc2NC2=C(C(=O)CCC2)C1c1ccco1 (stereo unspecified) | 4 | 8 | -31 | 0.9 | 2 | 3 | -2 | 18 | 2 | -2 | 6
COc1ccc(NC2CCCN(C(=O)c3ccc4nc(C)c(C)nc4c3)C2)cc1OC (stereo unspecified) | 2 | 15 | -14 | -0.4 | 5 | 0 | 2 | 6 | 0 | -2 | -2
CCN(CC)S(=O)(=O)c1cc(NC(=O)CSc2nccn2C)ccc1C | -3 | -8 | -15 | -1.0 | -1 | -3 | -31 | 2 | 0 | -1 | 0
CC(C)C1Nc2ccc(S(N)(=O)=O)cc2C2C=CCC21 (stereo unspecified) | 2 | -4 | 8 | -1.4 | 25 | 8 | 13 | 12 | -4 | -5 | 0
COc1ccc(C(c2sc3nc(C)nn3c2O)N2CCC(O)CC2)cc1OC (stereo unspecified) | 4 | -17 | -11 | 1.4 | . | -9 | -11 | -2 | -8 | -10 | 2
O=C(COC(=O)C1CCN(S(=O)(=O)c2ccc3c(c2)OCCO3)CC1)Nc1cccc2ccccc12 | -4 | -4 | 10 | -1.1 | -14 | 8 | -2 | 12 | 1 | -7 | 0
CN(C)C(=O)/C(=C\c1cccc(Oc2ccccc2)c1)NC(=O)c1ccccc1 | -1 | -2 | 5 | 0.9 | 6 | -2 | 8 | 14 | 2 | -5 | -2
Cc1cc(Br)cc2c1NC(=O)C2(O)CC(=O)c1ccco1 (stereo unspecified) | -2 | -14 | -19 | 9.7 | 6 | 9 | 11 | 3 | -2 | 1 | -1
COc1ccc(/C=N/NC(=O)c2cccnc2)cc1COc1ccc(NC(C)=O)cc1 | 5 | -12 | 12 | 0.8 | 9 | 10 | 23 | 10 | 3 | -4 | 4
COc1ccccc1CNC(=O)Nc1nnc([C@H]2C[C@H](O)[C@@H](CO)O2)s1 | . | -11 | -21 | -1.5 | -12 | 1 | 1 | 9 | -3 | -5 | .
Cc1nnc(SCC(=O)NCC2CCCO2)n1Cc1ccccc1 (stereo unspecified) | -22 | 1 | 18 | 1.0 | 2 | -4 | 2 | 12 | 6 | -7 | .
COc1ccc(CN2CCN(S(=O)(=O)c3ccc(F)cc3)CC2)c(OC)c1OC | -7 | 0 | -9 | -1.0 | 9 | 3 | 11 | 20 | -4 | -8 | 3
O=C1C2C3C=CC(CC3)C2C(=O)N1c1ccc(Cl)cc1 (stereo unspecified) | 8 | -13 | -8 | -0.3 | 5 | -6 | 11 | 18 | -1 | -3 | 2
CN(C)S(=O)(=O)c1ccc2c(c1)C(CC(=O)O)OC2=O (stereo unspecified) | -2 | 9 | 9 | -1.3 | 2 | 0 | 8 | 2 | 12 | -3 | -2
CC1OC2(OC1C)C(=O)Nc1ccccc12 (stereo unspecified) | -6 | -40 | -1 | 1.0 | 4 | 2 | 6 | 16 | 1 | -4 | 4
CS(=O)(=O)N(CC(=O)N1CCN(c2ccccc2F)CC1)c1ccc2c(c1)OCCO2 | -3 | -15 | 18 | 0.1 | 2 | 0 | 7 | 7 | 2 | -5 | 4
NC(=O)c1ccc2c(c1)S(=O)(=O)c1ccccc1C2=O | 5 | -17 | 17 | -0.7 | 4 | 1 | 21 | 20 | 1 | -4 | 2
Cc1ccsc1C(=O)Nc1ccc(S(=O)(=O)N2CCOCC2)cc1 | -24 | 5 | -3 | 0.5 | -3 | -5 | -26 | -33 | -4 | -2 | 2
COc1ccc(CNC(=O)[C@@H](C)NC(=O)C2CCN(C(=O)[C@@H](N)CCSC)CC2)cc1 | 8 | -9 | 8 | 2.1 | . | -1 | 0 | 12 | -1 | . | 0
CCOc1ccc(OCC)c(S(=O)(=O)NCCOC23CC4CC(CC(C4)C2)C3)c1 | -2 | -27 | 71 | 1.6 | -18 | -18 | 28 | 20 | -4 | -6 | -3
CC1(C)CC(CC(=O)O)CC(C)(C)N1 | 6 | -10 | -1 | -0.4 | -3 | 9 | 6 | 13 | -1 | 3 | -1
CCCc1nc(NCc2ccccn2)c2nnn(Cc3ccccc3F)c2n1 | 8 | 16 | 12 | 0.3 | -1 | -24 | 29 | 26 | 8 | . | 1
Cn1nc(C(F)(F)F)c(C(=O)Nc2ccc(Cl)cc2)c1Cl | -11 | 12 | 0 | 0.7 | -3 | 2 | -12 | -13 | 3 | -4 | -2
CC1(NCc2ccc(Cl)cc2)COP(=O)(NCc2ccccc2)OC1 (stereo unspecified) | -2 | 19 | -4 | 5.7 | 1 | -2 | -9 | 6 | 0 | -12 | .
COc1cc(NC(=O)CN2C(=O)NC(C)(c3ccc4ccccc4c3)C2=O)c(C)cc1[N+](=O)[O-] (stereo unspecified) | -1 | -14 | -13 | 1.6 | -5 | 4 | 30 | 10 | 3 | -4 | -4
CCCC[C@H](CN(N=O)[C@@H](Cc1ccccc1)CN(C)N=O)N(CCc1ccccc1)N=O | -4 | -32 | -4 | -1.4 | 1 | -5 | 15 | 8 | 1 | -5 | 1
COc1ccccc1C(c1nnnn1C(C)(C)C)N1CCN(Cc2ccccc2)CC1 (stereo unspecified) | 7 | -11 | -8 | 0.0 | -17 | 1 | 11 | 17 | -4 | . | 1
CCOC(=O)C1CCN(C(c2cc3ccc(C)c(C)c3[nH]c2=O)c2nnnn2C2CCCCC2)CC1 (stereo unspecified) | 5 | 2 | -12 | 1.9 | -5 | 0 | 4 | -8 | -1 | -4 | -2
O=S1(=O)N[C@@H](Cc2ccccc2)COc2cccc(N3CCN(Cc4ccccc4F)CC3)c21 | . | -15 | . | 0.3 | . | . | . | 7 | -5 | -4 | .
Cc1c(NC(=O)c2noc(C(C)C)c2[N+](=O)[O-])c(=O)n(-c2ccccc2)n1C | 2 | 1 | 5 | -1.2 | 2 | 4 | 8 | 17 | 0 | -5 | 5
CC(SCc1cn2cc(Cl)ccc2n1)C(=O)O (stereo unspecified) | 15 | -11 | -6 | -2.7 | 1 | -2 | 2 | 0 | 0 | . | 4
OC[C@@H]1CN(Cc2ccco2)C[C@H](n2cnc3c(N4CCN(c5ccccc5)CC4)ncnc32)O1 | . | -11 | -5 | -2.2 | 5 | -1 | -5 | 4 | -7 | -3 | .

Arranged by length of the SMILES (rising): nine of the compounds above
SMILES | TRPM1 prom inh | NR2E3 ag-1 | Shn3 3UTR inh | iPSC survival up | PDI turbidity | Cardio protect | Peg3 prom inh | HIF-2a block | HTR2A ag | CaV13 FRET inh | NR2E3 ag-2
CC1(C)CC(CC(=O)O)CC(C)(C)N1 | 6 | -10 | -1 | -0.4 | -3 | 9 | 6 | 13 | -1 | 3 | -1
CC(SCc1cn2cc(Cl)ccc2n1)C(=O)O (stereo unspecified) | 15 | -11 | -6 | -2.7 | 1 | -2 | 2 | 0 | 0 | . | 4
Cn1nc(C(F)(F)F)c(C(=O)Nc2ccc(Cl)cc2)c1Cl | -11 | 12 | 0 | 0.7 | -3 | 2 | -12 | -13 | 3 | -4 | -2
COc1ccccc1C(c1nnnn1C(C)(C)C)N1CCN(Cc2ccccc2)CC1 (stereo unspecified) | 7 | -11 | -8 | 0.0 | -17 | 1 | 11 | 17 | -4 | . | 1
Cc1c(NC(=O)c2noc(C(C)C)c2[N+](=O)[O-])c(=O)n(-c2ccccc2)n1C | 2 | 1 | 5 | -1.2 | 2 | 4 | 8 | 17 | 0 | -5 | 5
O=S1(=O)N[C@@H](Cc2ccccc2)COc2cccc(N3CCN(Cc4ccccc4F)CC3)c21 | . | -15 | . | 0.3 | . | . | . | 7 | -5 | -4 | .
CCOC(=O)C1CCN(C(c2cc3ccc(C)c(C)c3[nH]c2=O)c2nnnn2C2CCCCC2)CC1 (stereo unspecified) | 5 | 2 | -12 | 1.9 | -5 | 0 | 4 | -8 | -1 | -4 | -2
OC[C@@H]1CN(Cc2ccco2)C[C@H](n2cnc3c(N4CCN(c5ccccc5)CC4)ncnc32)O1 | . | -11 | -5 | -2.2 | 5 | -1 | -5 | 4 | -7 | -3 | .
COc1cc(NC(=O)CN2C(=O)NC(C)(c3ccc4ccccc4c3)C2=O)c(C)cc1[N+](=O)[O-] (stereo unspecified) | -1 | -14 | -13 | 1.6 | -5 | 4 | 30 | 10 | 3 | -4 | -4

The listing continues.
SMILES | TRPM1 prom inh | NR2E3 ag-1 | Shn3 3UTR inh | iPSC survival up | PDI turbidity | Cardio protect | Peg3 prom inh | HIF-2a block | HTR2A ag | CaV13 FRET inh | NR2E3 ag-2
CCc1noc(C)c1C(=O)OCC(=O)NCc1ccccc1 | 5 | 5 | -25 | -0.4 | -14 | 12 | -6 | 5 | -1 | -2 | 1
CCOC1=C2[C@H]([C@H]3C(=O)N(c4ccccc4)C(=O)[C@H]3C1)[C@@H](C(C)C)N(S(=O)(=O)c1ccc(C)cc1)[C@H]2c1ccccc1 | . | -15 | 31 | -0.4 | . | 2 | -6 | -5 | -4 | -6 | .
CCOC(=O)[C@]12Cc3c(cc(OC)c(OC)c3OC)[C@H]1N(Cc1ccccc1)C(=O)c1cc(F)c(F)cc12 | . | -10 | . | 0.1 | . | . | . | 9 | -4 | -9 | .
CCc1ccc(N2CC(C(=O)Nc3ccc(S(=O)(=O)N4CCCCC4)cc3)CC2=O)cc1 (stereo unspecified) | 12 | 11 | 10 | 0.0 | -1 | -7 | 25 | -1 | -3 | -6 | -1
O=C(Cc1ccccc1)NN1C(=O)/C(=C/c2ccccc2C(=O)O)SC1=S | -6 | -7 | -8 | -2.6 | -4 | 4 | -1 | 18 | 1 | -7 | 5
CC(=O)N/C(=N/c1nc(C)cc(C)n1)Nc1ccc(NC(C)=O)cc1 | 4 | -24 | -12 | 1.1 | 3 | -1 | 9 | 12 | 4 | . | 1
CCCNc1c(F)c(F)c2c(C)c3ccccc3nc2c1F | -64 | -58 | 23 | -1.0 | 2 | -4 | -157 | -150 | 0 | -6 | 0
